Compound activity deposited in PubChem by National Center for Advancing Translational Sciences (NCATS).
AmpC inh detg: blocks E. coli AmpC beta-lactamase in detergent assay; AmpC hydrolysis of nitrocefin, absorbance 480 nm, 0.01% Triton; Potency, µM (top dose mostly 114 µM), inactives show at the highest dose activity change, negative = inhibition, actives largely listed as inhibitors; 370,000 tested, 0.041% active;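 also: potency is read from the fitted curve at half-maximal effect; 0% = no-compound wells and -100% = no-enzyme wells; nearly all actives have a fitted effect of over 25% in size; some results filed as inactive show a strong effect at the top dose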
Target sequence (P00811 whole entry, looked up): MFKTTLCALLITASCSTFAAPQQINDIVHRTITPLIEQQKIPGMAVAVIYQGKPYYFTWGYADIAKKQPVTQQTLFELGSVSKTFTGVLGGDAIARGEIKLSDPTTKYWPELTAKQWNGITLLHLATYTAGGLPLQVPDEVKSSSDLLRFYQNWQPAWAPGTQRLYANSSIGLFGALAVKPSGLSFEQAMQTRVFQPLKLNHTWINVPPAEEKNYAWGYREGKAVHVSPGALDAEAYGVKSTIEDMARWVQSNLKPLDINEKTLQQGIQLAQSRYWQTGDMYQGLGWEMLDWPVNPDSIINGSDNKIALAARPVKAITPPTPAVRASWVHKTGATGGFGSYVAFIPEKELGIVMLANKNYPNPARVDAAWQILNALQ
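AmpC (5.3 nM in the dispensed reagent) in 20 mM phosphate pH 7.0 with 0.01% (detergent screen) or 0.0001% Triton X-100 was preincubated with compounds for 15 min at room temperature. Nitrocefin was then added from an 800 uM solution, and hydrolysis was followed at 480 nm.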
Tb PYK inh: blocks Trypanosoma brucei pyruvate kinase. Q57TT1. TbPYK enzyme, Kinase-Glo Plus ATP luminescence, 45 min. Potency, µM (top dose mostly 76.8 µM), inactives show at the highest dose activity, negative = inhibition, actives largely listed as inhibitors. 410,000 tested, 0.12% active. AID 624173; also: potency is read from the fitted curve at half-maximal effect; nearly all actives have a fitted effect of over 50% in size
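Quantitative HTS: titrated library compounds versus trypanosomal pyruvate kinase in TEA buffer (pH 7.2) containing KCl, MgCl2, BSA and Tween-20. Reactions were initiated with ADP, 130 uM final. Kinase-Glo Plus luminescence was read after 45 min at RT.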
AmpC inh no detg: inhibitors of E. coli AmpC beta-lactamase without detergent | 330,000 tested, 0.52% active | AmpC nitrocefin hydrolysis, absorbance 480 nm, 0.0001% Triton | Potency, µM (series often up to 57.1 µM), inactives show at the top dose activity change, negative = inhibition, actives largely listed as inhibitors | AID 485341;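 also: potency is read from the fitted curve at half-maximal effect; plate controls were no compound for no effect and no enzyme for full effect; nearly all actives have a fitted effect of over 20% in size; some results filed as inactive show a strong effect at the top dose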
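20 mM phosphate pH 7.0 + 0.01% (detergent screen) or 0.0001% Triton X-100; 5.3 nM AmpC reagent; cpd preinc 15 min RT; nitrocefin (800 uM stock) to start; A480 q20 s × 4 min; Activity was normalised to no-enzyme and no-compound control wells.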
AMA1 RON2 block: AMA1-RON2 (P. falciparum) interaction inhibition. AlphaScreen AMA1-biotinylated RON2 peptide binding. Potency, µM (series often up to 58.2 µM), inactives show at the top dose activity change, negative = inhibition, actives largely listed as inhibitors. 360,000 tested, 0.2% active. AID 720542;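 also: potency is read from the fitted curve at half-maximal effect; 0% = vehicle wells and -100% = peptide control; nearly all actives have a fitted effect of over 45% in size; some results filed as inactive show a strong effect at the top dose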
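AMA1 (3D7) with his tag at 25 nM final met compounds first, then biotinylated RON2 peptide at 25 nM; detection used donor plus acceptor beads, 10 µg/mL apiece, read by AlphaScreen after 30 min at room temperature.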
LmPK inh: blocks Leishmania mexicana pyruvate kinase activity. Q27686. purified LmPK, Kinase-Glo ATP luminescence, 1 h. Potency, µM (series often up to 57.5 µM), without a hit: top-dose activity change, negative = inhibition, actives largely listed as inhibitors. 290,000 tested, 0.37% active; also: potency is read from the fitted curve at half-maximal effect
Target sequence (Q27686 whole entry, looked up): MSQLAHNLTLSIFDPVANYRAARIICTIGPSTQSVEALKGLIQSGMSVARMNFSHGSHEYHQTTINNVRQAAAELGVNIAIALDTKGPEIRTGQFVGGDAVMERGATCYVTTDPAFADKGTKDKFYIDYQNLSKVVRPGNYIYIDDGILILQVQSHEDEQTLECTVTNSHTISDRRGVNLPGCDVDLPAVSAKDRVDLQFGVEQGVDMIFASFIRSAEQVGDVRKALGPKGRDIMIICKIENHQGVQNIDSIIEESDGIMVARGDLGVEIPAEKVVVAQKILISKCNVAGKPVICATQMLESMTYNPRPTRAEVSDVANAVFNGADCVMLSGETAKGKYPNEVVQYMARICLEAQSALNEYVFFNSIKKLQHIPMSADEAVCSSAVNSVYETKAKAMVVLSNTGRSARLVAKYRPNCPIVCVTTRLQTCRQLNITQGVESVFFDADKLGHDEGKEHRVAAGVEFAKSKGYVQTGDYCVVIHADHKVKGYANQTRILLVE
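Purified LmPK (0.1 nM) converted ADP (0.1 mM) to ATP with PEP (0.5 mM) in imidazole buffer pH 7.2 with KCl and MgCl2, 1 h at room temperature. ATP was read by Kinase-Glo luminescence; data normalized to uninhibited and no-enzyme controls.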
HCV inhibitor: blocks hepatitis C virus. Potency, µM (highest dose often 41.8 µM), inactives show top-dose activity change, negative = inhibition, usual class: inhibitors. Huh7.5.1 HCVcc-Cre infection, luciferase reporter, 44 h. 340,000 tested, 3.4% active; also: potency is read from the fitted curve at half-maximal effect
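A cell-based infection assay in which seeded cells (1,000 per well) receive test compound after 4 h, are inoculated with HCVcc-Cre at approximately 0.5 moi, and are incubated 44 h before luminescence detection.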
HCMV antiviral: human cytomegalovirus inhibition; HFF cells, HCMV-luciferase reporter, 72 h; stronger effect = lower value; 410,000 tested, 4.5% active; activity change, negative = inhibition, % at 57.5 µM; in the data active = activity change below about -60%; inconclusive = no clear call, values can overlap the other calls; inactive = above about -39%
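Inhibition of viral replication was scored as loss of reporter luminescence in HFFs infected with HCMV-luciferase (MOI 1 PFU/cell) for 72 h; compounds tested at 2 doses, normalized to buffer and Salinomycin controls.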
An asterisk follows results filed as active; ? = inconclusive; nt = no result given; [ ] = remark or other dose. Unless noted, calls follow the shape of the dose curve; as a rule, active = well fitted curve in the direction sought with a large enough effect; inconclusive = small, poorly fitted or top-dose-only effect, or another doubt; inactive = no such curve, though single readings can be large; an effect the other way counts as inactive or inconclusive. Unless noted, % is scaled to controls: 0 for no effect and ±100 for the full control effect.

cpd	structure	AmpC inh detg	Tb PYK inh	AmpC inh no detg	AMA1 RON2 block
1	CCOc1ccc(S(=O)(=O)N2CCCCC2)cc1NC(=O)CCc1ccc(OC)cc1	-7%	4%	-42%	-18%
2	O=C(c1ccc(S(=O)(=O)Nc2ccccc2)cc1)N1CCCCCCC1	2%	1%	-6%	-9%
3	Cc1cc(C)cc(N(CC(=O)NC2CCCCC2)C(=O)CCC(=O)Nc2cc(C)ccn2)c1	3%	4%	-19%	2%
4	O=C(Nc1c(C(=O)N2CCOCC2)cnn1-c1ccccc1)c1ccco1	0%	6%	-12%	4%
5	COc1ccc(-c2csc(NC(=O)c3ccco3)n2)cc1	-1%	-6%	-28%	0%
6	CN1C(=O)C2(c3ccccc31)N(c1ccc(F)c(Cl)c1)C(=O)CS2(=O)=O (stereo not drawn)	14%	4%	nt	nt
7	O=C(COC(=O)c1ccccc1C(=O)c1ccccc1)NCc1ccc(F)cc1	5%	-9%	-2%	-15%
8	Cc1c(Nc2cc(N3CCCCCC3)c3nonc3c2[N+](=O)[O-])c(=O)n(-c2ccccc2)n1C	-1%	-23%	-21%	7%

cpd	LmPK inh	HCV inhibitor	HCMV antiviral
1	nt	0%	0
2	-6%	2%	?
3	8%	19%	10
4	-1%	nt	6
5	-11%	?	91
6	nt	nt	4
7	1%	-16%	0
8	-6%	16%	?

cpd	structure	AmpC inh detg	Tb PYK inh	AmpC inh no detg	AMA1 RON2 block
9	COc1ccc(Cl)cc1NC(=O)CN(C)CC(=O)Nc1cc(OC)c(OC)c(OC)c1	-13%	2%	80%[activator]	42%[activator]
10	Cc1ccc(S(=O)(=O)NN2C(=O)/C(=C/c3ccccn3)SC2=S)cc1	-1%	-18%	-44%	-3%
11	CC(=O)c1ccc(OCC(C)C)c(Cc2c(O)nc(N)[nH]c2=O)c1	-5%	-5%	-28%	21%
12	O=C(NCc1cccs1)c1cccnc1C(=O)O	-15%	-5%	-23%	3%
13	CCCC[n+]1ccc(-c2nc3ccc([N+](=O)[O-])cc3[nH]2)cc1	5%	3%	0%	9%
14	CCOc1ccc(CCNC(=O)Cc2ccc(NC3=NC4CS(=O)(=O)CC4S3)cc2)cc1 (stereo not drawn)	-14%	-2%	3%	0%
15	CSc1nc(N)nc(N(C)C)n1	-2%	4%	-13%	2%
16	O=C(CC1C[C@H](C(=O)N2CCCCC2)[C@@]2(CCc3ccccc3)c3[nH]c4ccccc4c3CCN2C1=O)NCc1ccco1 (stereo partly drawn)	nt	2%	-11%	-1%

cpd	LmPK inh	HCV inhibitor	HCMV antiviral
9	3%	?	41
10	-1%	6%	-31
11	0%	1%	-34
12	-2%	10%	nt
13	1%	6%	34
14	-3%	8%	9
15	0%	21%	6
16	nt	4%	-19

cpd	structure	AmpC inh detg	Tb PYK inh	AmpC inh no detg	AMA1 RON2 block
17	COc1ccc(S(=O)(=O)N2CCC(C(=O)N3CCCC3)CC2)cc1C	1%	0%	62%[activator]	4%
18	CCC(=O)N1N=C(c2ccc(NS(C)(=O)=O)cc2)CC1c1ccc(N(C)C)cc1 (stereo not drawn)	6%	2%	-5%	-6%
19	O=C(N/N=C/c1ccc(O)cc1O)c1ccc(CN2C(=O)c3cccc4cccc2c34)cc1	1%	1%	7.1µM*	54%[activator]
20	CC1CCCCN1c1ncnc2ccccc12 (stereo not drawn)	3%	1%	-33%	0%
21	O=C(NCc1nc2ccccc2[nH]1)C1=C[C@@H](C2CCCCC2)C[C@@H](OCCCCO)O1	3%	-3%	38%	24%
22	NC(=O)CC(NC(=O)Cc1ccc(Br)cc1)c1ccc(N2CCC(N3CCCC3)CC2)c([N+](=O)[O-])c1 (stereo not drawn)	-12%	2%	321%[activator]	10%
23	Nc1cc(N2CCCCC2)c(Cl)cc1[N+](=O)[O-]	4%	-1%	-9%	10%
24	COC(=O)N/N=C/c1cc(C)n(-c2ccccc2)c1C	-12%	1%	-25%	18%

cpd	LmPK inh	HCV inhibitor	HCMV antiviral
17	-2%	5%	2
18	-2%[11.5 µM]	-6%	-18
19	1%	?	-101*
20	4%	?	-88*
21	1%	-17%	-10
22	-3%	17%	-24
23	2%	-24%	-18
24	-5%	-1%	35

cpd	structure	AmpC inh detg	Tb PYK inh	AmpC inh no detg	AMA1 RON2 block
25	COc1ccc(C(=O)c2oc3ccccc3c2N)cc1	-15%	2%	-34%	37%[activator]
26	O=C(Nc1ccc(C(=O)NCCCN2CCCCC2)cc1)C1=CSCCO1	-9%	-1%	-11%	-5%
27	COc1ccccc1NC(=O)CCC(=O)N/N=C(/C)c1ccc(C)cc1	10%	3%	-10%	78%[activator]
28	CCOC(=O)C1=CC[C@@H](c2ccccc2)N(S(=O)(=O)c2ccc(C)cc2)[C@H]1c1cccc(OC)c1	nt	0%	nt	-1%
29	CCCC(c1nnnn1Cc1ccc(OC)cc1)N1CCN(C(=O)c2ccco2)CC1 (stereo not drawn)	-8%	2%	63%[activator]	-2%
30	Cn1c(=O)c(C(=O)NCc2ccc(F)cc2)c(O)c2ccccc21	-10%	5%	-9%	14%
31	N#C/C(=C\c1ccccc1)c1ccccn1	2%	-2%	-21%	17%
32	Nc1nnc(CCN2C(=O)CSC2=O)s1	-8%	-3%	-34%	20%

cpd	LmPK inh	HCV inhibitor	HCMV antiviral
25	0%	4%	-67*
26	-9%	2%	3
27	-1%	-1%	-6
28	nt	nt	?
29	9%	2%	-35
30	4%	-5%	-31
31	-22%	9%	2
32	0%	30%	40

cpd	structure	AmpC inh detg	Tb PYK inh	AmpC inh no detg	AMA1 RON2 block
33	Cc1ccc(S(=O)(=O)N2C[C@@]3(O)Cn4c(=O)ccc(=O)n4C[C@@]3(OC(=O)NCc3ccccc3F)C2)cc1	nt	-8%	nt	-5%
34	S=C1NC2=C(CCCC2=C2SCCCS2)C(c2ccccc2)N1 (stereo not drawn)	4%	-5%	-28%	52%[activator]
35	N#Cc1c(-c2cccs2)cc(C2CC2)nc1SCC(N)=O	-9%	-6%	-23%	6%
36	COc1ccccc1CCn1cc(C#N)c(=O)[nH]c1=O	6%	-4%	-16%	7%
37	Cc1nc(Nc2ccncc2)c2oc3ccccc3c2n1	-13%	-18%	-12%	-8%
38	O=C(c1ccc(S(=O)(=O)N2CCOCC2)cc1)N(c1ccccn1)C1CCCCC1	-10%	-2%	46%	5%
39	COc1ccc(/C=N/N2CCN(c3ccncc3S(=O)(=O)N3CCCCC3)CC2)cc1	5%	-1%	-1%	3%
40	CSc1ccc(C#N)cc1NC(=O)c1ccc(Cl)nc1	-1%	-3%	6%	22%

cpd	LmPK inh	HCV inhibitor	HCMV antiviral
33	nt	nt	-16
34	2%	-8%	4
35	-1%	?	-29
36	-7%	6%	1
37	3%	8.9µM*	-98*
38	3%	-10%	-16
39	6%	6%	-16
40	-5%	-12%	?

One compound at a time, as listed above.
`COc1ccc(/C=N/N2CCN(c3ccncc3S(=O)(=O)N3CCCCC3)CC2)cc1` in the list: AmpC inh detg = 5%; Tb PYK inh = -1%; AmpC inh no detg = -1%; AMA1 RON2 block = 3%; LmPK inh = 6%; HCV inhibitor = 6%; HCMV antiviral = -16
`O=C(c1ccc(S(=O)(=O)N2CCOCC2)cc1)N(c1ccccn1)C1CCCCC1` in the list: AmpC inh detg = -10%; Tb PYK inh = -2%; AmpC inh no detg = 46%; AMA1 RON2 block = 5%; LmPK inh = 3%; HCV inhibitor = -10%; HCMV antiviral = -16

(listing goes on)
cpd	structure	AmpC inh detg	Tb PYK inh	AmpC inh no detg	AMA1 RON2 block
41	CC1CCc2c(sc(NC(=O)c3cc(-c4ccc(F)cc4)on3)c2C(N)=O)C1 (stereo not drawn)	20%	2%	nt	nt
42	COc1cccc(-n2c(SCC(N)=O)nc3c(oc4ccccc43)c2=O)c1	21%	-3%	nt	nt
43	COC(=O)C1=C(C)NC(=O)NC1c1ccc(OC)c(OC)c1 (stereo not drawn)	nt	-1%	nt	-2%
44	CC(C)NCCCOc1ccc(C(C)(C)c2ccccc2)cc1	5%	3%	13%	-21%
45	OC(c1ccc(F)cc1)c1nc(-c2csc3ccccc23)cs1 (stereo not drawn)	nt	3%	nt	19%
46	O=C(O)CCC1(c2ccccc2)NC(=O)NC1=O (stereo not drawn)	-8%	-1%	-7%	7%
47	COCCn1nnnc1C(c1ccc(C(F)(F)F)cc1)N1CCOCC1 (stereo not drawn)	-13%	-1%	3%	-13%
48	COc1ccccc1CNS(=O)(=O)CCNCCc1ccccc1	nt	4%	nt	12%

cpd	LmPK inh	HCV inhibitor	HCMV antiviral
41	nt	nt	-6
42	nt	nt	-10
43	nt	nt	15
44	-10%	-5%	1
45	nt	nt	?
46	0%	7%	-35
47	1%	19%	12
48	nt	-75%	7

cpd	structure	AmpC inh detg	Tb PYK inh	AmpC inh no detg	AMA1 RON2 block
49	Cc1c(Cl)c([N+](=O)[O-])nn1CCCC(=O)Nc1cc(Oc2ccccc2)cc([N+](=O)[O-])c1	-10%	-5%	-50%	-15%
50	COc1ccc2c(c1)NC(c1ccc(Cl)cc1)=NC(c1cccs1)=N2	21%	-1%	nt	nt
51	CSc1ccc(-c2nc3ncccn3c2Nc2ccc(C)c(C)c2)cc1	-3%	-5%	nt	nt
52	C#CCOCCOCCOCCNc1nc(N2CCN(C(=O)[C@H](CCC(=O)O)n3cc(C(N)CO)nn3)CC2)nc(N2CCN(C(=O)[C@H](CCC(=O)O)n3cc(C(N)CC(C)C)nn3)CC2)n1 (stereo partly drawn)	-7%	nt	94%[activator]	nt
53	COC(=O)c1cccc(-n2sc3ccccc3c2=O)c1	-9%	6.3µM*	-41%	22%
54	COc1ccc2cc(C(=O)Nc3ccccc3)sc(=O)c2c1OC	1%	-11%	-27%	-10%
55	O=C1Cc2cc(S(=O)(=O)Nc3cccc([N+](=O)[O-])c3)cc3c2N1CCC3	6%	-4%	-42%	-10%

cpd	LmPK inh	HCV inhibitor	HCMV antiviral
49	3%	?	12
50	nt	nt	-5
51	nt	nt	23
52	-2%	nt	nt
53	nt	?	?
54	-7%	?	-32
55	2%	?	?

From no. 53 as far as 55, as listed above:
cpd	structure	AmpC inh detg	Tb PYK inh	AmpC inh no detg	AMA1 RON2 block
53	COC(=O)c1cccc(-n2sc3ccccc3c2=O)c1	-9%	6.3µM*	-41%	22%
54	COc1ccc2cc(C(=O)Nc3ccccc3)sc(=O)c2c1OC	1%	-11%	-27%	-10%
55	O=C1Cc2cc(S(=O)(=O)Nc3cccc([N+](=O)[O-])c3)cc3c2N1CCC3	6%	-4%	-42%	-10%

cpd	LmPK inh	HCV inhibitor	HCMV antiviral
53	nt	?	?
54	-7%	?	-32
55	2%	?	?
